Screens deposited in PubChem by The Scripps Research Institute Molecular Screening Center.
pPAFAH FP inh = inhibitors of human plasma PAF acetylhydrolase (pPAFAH). Q13093. recombinant pPAFAH, FP-rhodamine probe fluorescence polarization. inhibition, % at 3.39 µM. 330,000 tested, 1.5% active;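 active means inhibition above the mean inhibition across the screen plus 3 SD, cut at about 25% in these data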;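 further: inhibitors block binding of the rhodamine activity-based probe so polarization drops; 0% = enzyme with DMSO and 100% = wells lacking pPAFAH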
PAFAH2 inh = inhibitors of human PAFAH2; Q99487; recombinant PAFAH2, FP-rhodamine activity probe, fluorescence polarization; inhibition, % at 3.39 µM; 340,000 tested, 0.99% active; AID 492956;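 active means inhibition above the mean over all tested compounds plus 3 SD, cut at about 30% in these data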;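 further: inhibitors block probe labeling of enzyme so polarization drops; 0% = enzyme with DMSO and 100% = wells lacking PAFAH2 protein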
PME-1 inh = PME-1 (human) inhibition. Q9Y570. recombinant PME-1, FP-Rh probe fluorescence polarization. inhibition, % at 5.9 µM. 320,000 tested, 0.53% active. AID 2130;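 active means inhibition above the campaign mean of all compounds plus 3 SD, cut at about 26% in these data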;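 further: competitive labeling of PME-1 active site by serine hydrolase directed probe; 0% = PME-1 with DMSO and 100% = wells lacking PME-1 enzyme; inhibitors block probe labeling so polarization falls and inhibition rises; many of its hits are not listed in these tables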
Target sequence (Q9Y570 whole entry, looked up): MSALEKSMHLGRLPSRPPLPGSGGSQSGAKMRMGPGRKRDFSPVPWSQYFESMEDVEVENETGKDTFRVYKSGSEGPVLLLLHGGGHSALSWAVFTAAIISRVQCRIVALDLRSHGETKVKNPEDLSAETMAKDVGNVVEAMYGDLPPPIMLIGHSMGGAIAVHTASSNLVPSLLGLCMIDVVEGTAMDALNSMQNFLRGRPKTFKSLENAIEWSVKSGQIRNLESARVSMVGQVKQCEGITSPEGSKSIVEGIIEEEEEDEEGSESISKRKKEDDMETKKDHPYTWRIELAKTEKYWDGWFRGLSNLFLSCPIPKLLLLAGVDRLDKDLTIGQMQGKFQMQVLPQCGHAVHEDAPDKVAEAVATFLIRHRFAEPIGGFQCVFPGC
Fam108B counter = blocks mouse Fam108B hydrolase in RBBP9 counter-screen. inhibition, % at 9.51 µM. AID 1947. 300,000 tested, 0.33% active. recombinant Fam108B, FP-Rh probe fluorescence polarization;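 active means inhibition above the screen mean inhibition plus 3 SD, computed separately per campaign, cut at about 18% in these data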;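 further: inhibitors lower polarization as less probe binds the enzyme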
PAD4 FP inh = PAD4 (human) enzyme inhibition. 330,000 tested, 0.41% active. recombinant PAD4, RCA probe fluorescence polarization. Q9UM07. inhibition, % at 6.36 µM. AID 485272;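 active means percent inhibition above a cutoff equal to the mean of all tested compounds plus 3 SD, cut at about 15% in these data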;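 further: 0% = PAD4 with RCA probe and DMSO and 100% = probe without PAD4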
PAFAH1B2 FP inh = PAFAH1B2 (human) inhibition; P68402; recombinant PAFAH1B2, FP-rhodamine activity probe, fluorescence polarization; inhibition, % at 3.39 µM; 340,000 tested, 1.2% active; AID 492953;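 active means inhibition above the mean of all tested compounds plus 3 SD, cut at about 24% in these data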;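 further: 0% = enzyme with DMSO and 100% = wells lacking PAFAH1B2; many of its hits are not listed in these tables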
Target sequence (P68402 whole entry, looked up): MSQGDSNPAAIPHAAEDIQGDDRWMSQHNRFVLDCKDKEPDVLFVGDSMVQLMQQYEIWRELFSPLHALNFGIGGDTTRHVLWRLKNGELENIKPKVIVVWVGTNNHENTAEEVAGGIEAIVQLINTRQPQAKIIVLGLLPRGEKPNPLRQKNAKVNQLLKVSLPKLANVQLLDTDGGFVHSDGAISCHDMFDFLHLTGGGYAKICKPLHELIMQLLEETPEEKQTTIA
PAFAH1B3 FP inh = PAFAH1B3 (human) inhibition; Q15102; inhibition, % at 3.39 µM; recombinant PAFAH1B3, FP-rhodamine probe, fluorescence polarization; 340,000 tested, 0.28% active;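 active means inhibition above the screen-wide average of all tested compounds plus 3 SD, cut at about 25% in these data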;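 further: 0% = enzyme with DMSO only and 100% = wells lacking PAFAH1B3 protein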
LYPLA1 inh = counter-screen for PME1 inhibitors: inhibitors of human LYPLA1. 320,000 tested, 0.16% active. recombinant LYPLA1, FP-Rh probe fluorescence polarization. AID 2174. inhibition, % at 5.9 µM;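 active means inhibition above the mean of all tested compounds plus 3 SD, set per campaign, cut at about 14% in these data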;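 further: inhibitors block serine hydrolase probe labeling of LYPLA1 so polarization falls; 0% = enzyme with DMSO and 100% = wells lacking LYPLA1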
Target sequence (O75608 whole entry, looked up): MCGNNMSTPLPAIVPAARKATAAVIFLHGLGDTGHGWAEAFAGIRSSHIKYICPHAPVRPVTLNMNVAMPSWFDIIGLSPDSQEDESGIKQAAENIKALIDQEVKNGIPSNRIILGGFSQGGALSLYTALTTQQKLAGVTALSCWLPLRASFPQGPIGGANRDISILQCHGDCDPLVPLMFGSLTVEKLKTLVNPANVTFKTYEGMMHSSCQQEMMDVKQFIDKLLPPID
GSTO1 counter = counter-screen for RBBP9 inhibitors: inhibitors of human GSTO1 | recombinant GSTO1, activity-based probe fluorescence polarization | inhibition, % at 5.96 µM | 300,000 tested, 1.1% active;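 active means inhibition above the campaign mean inhibition plus 3 SD, cut at about 35% in these data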;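 further: 0% = GSTO1-1 with DMSO and 100% = wells lacking GSTO1-1 enzyme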
* hit, by the source's call; . = not tested or not shown.

SMILES	pPAFAH FP inh	PAFAH2 inh	PME-1 inh	Fam108B counter	PAD4 FP inh	PAFAH1B2 FP inh	PAFAH1B3 FP inh	LYPLA1 inh	GSTO1 counter
COC(=O)COc1ccc(-c2ccccc2)cc1C=O	2	-1	-3	0	0	7	6	-2	4
C=C1CCN([C@@H](CC(C)C)C(=O)Nc2ccc(OC)cc2)S(=O)(=O)c2ccccc21	6	10	0	1	-6	9	9	-2	5
COc1ccc(NC(=O)COC(=O)c2cc([N+](=O)[O-])ccc2N2CCOCC2)cc1	-3	-1	4	1	2	-5	14	-4	5
CCC1Oc2ccc(C)cc2N(CC(=O)NCC2CCCO2)C1=O (stereo not drawn)	2	-4	-3	-4	-2	7	5	0	8
CCCNC(=O)CCCCn1c(=S)[nH]c2c([nH]c3ccc(OC)cc32)c1=O	4	-3	1	-2	-1	5	1	-5	0
C=CCNC(=S)N1CCOCC1	-3	-1	2	6	2	1	6	4	6
Cc1cccc(C2=NN(c3ccc(Br)cc3)[C@@H](C(=O)N3CCOC3=O)[C@@H]2c2ccc(Cl)cc2)c1	9	1	.	.	2	-3	2	.	.
CN(CC(=O)Nc1ccc(F)cc1)C(=O)c1cc2c(s1)CCCCC2	-1	1	2	-2	2	1	4	-1	5
CC1CC1C(=O)OCC(=O)NC(=O)c1ccccc1 (stereo not drawn)	-8	8	0	-3	-3	-3	4	2	5
CN(C(=O)COC(=O)c1ccc(NS(=O)(=O)c2cccs2)cc1)C1CCCCC1	22	70*	-4	0	-4	0	12	-3	0
CCCCOC(=O)CCNc1n[nH]c(=O)[nH]c1=O	2	5	-6	4	-1	-1	0	-4	2
COC(=O)c1ccccc1NC(=S)N(Cc1ccc2c(c1)OCO2)Cc1cc2ccc(C)cc2[nH]c1=O	-16	-18	-36	-21	-5	-6	-15	-15	-10
CC(O)C1C(=O)OC2(C)CC(C)(C)NC(=S)N12 (stereo not drawn)	-1	-4	1	0	-3	4	7	1	2
CS(=O)(=O)N(CC(=O)Nc1cc(Cl)ccc1Cl)c1ccccc1	3	-3	6	2	0	4	8	2	0
CNC(=O)c1c(NC(=O)CCS(=O)(=O)c2ccc(C)cc2)sc2c1CCN(C(=O)OC)C2	2	4	-2	-2	5	-2	13	2	3
Cc1cc(C)c(C(=O)CSc2nc(C)cc(=O)[nH]2)c(C)c1	9	-8	0	-1	1	1	15	-2	2
COc1ccccc1NC(=O)N1CCN(C(=O)c2ccco2)CC1	1	4	-5	0	2	6	10	-3	9
COc1ccc(-c2cc(C(=O)NCCN3CCOCC3)no2)cc1OC	2	3	4	2	-3	-2	-3	0	3
CN1c2cccc3cccc(c23)N(C)C1(C)C	0	0	2	3	-11	2	9	1	26
Cc1ccc(C(=O)N/C(=C/c2cccs2)C(=O)N2CCCCC2)cc1	4	-4	2	6	-4	1	1	0	8
CCOc1ccc(NC(=O)CN(C)C(=O)CCCc2c[nH]c3ccccc23)cc1OCC	1	2	-4	-4	-3	6	17	-2	8
CCC(CO)n1c(SCc2cc([N+](=O)[O-])cc3c2OCOC3)nc2ccccc2c1=O (stereo not drawn)	5	9	8	7	2	2	9	-1	1
CC(=O)Nc1ccc(/C=C/C(=O)c2ccc3c(c2)OCCO3)cc1	1	-11	-9	-11	-1	5	-1	-7	-7
CCN(CC)S(=O)(=O)c1ccc(N2CCOCC2)c(NC(=O)C(=O)c2c(-c3ccccc3)cc3ccccn23)c1	4	-1	-1	-5	0	-1	-6	-4	-1
COc1ccc(CC(C)N2CCN(Cc3ccccc3)CC2)c(OC)c1 (stereo not drawn)	0	-6	1	1	-2	1	5	4	-2
O=c1c2c(nc3nc(Cc4ccccc4)[nH]n13)CCC2	7	67*	0	-5	-2	-3	7	-2	-1
O=C(O)Cc1sc(Nc2cccc3ccccc23)nc1-c1ccc(Cl)cc1	4	11	-1	2	-8	8	8	-5	-10
COc1ccc(NC(=O)C2C3C=CC(C3)C2C(=O)O)cc1 (stereo not drawn)	3	-6	-3	0	-5	4	6	2	10
O=C(NCc1cccnc1)c1ccc(COc2ccccc2Br)o1	6	4	0	-3	-1	3	14	-3	-2
C/C(=N\N=C\c1ccccc1F)c1nnn(-c2nonc2N)c1C	3	-6	5	-6	1	1	6	2	2
O=C(NCC1CCCO1)c1ccc(N2CCCCC2)c([N+](=O)[O-])c1 (stereo not drawn)	4	8	8	5	1	7	3	-3	-6
Cc1cccc(-n2nc3c(c2NC(=O)CCC2CCCCC2)CS(=O)C3)c1C (stereo not drawn)	-5	-12	0	1	3	2	-6	0	6
COc1cc(/C=C2/C(=N)N3N=C(CC(=O)N4CCOCC4)SC3=NC2=O)ccc1OCc1ccccc1	-5	-6	-6	7	0	-9	-7	-8	-17
CNC(=S)NNC(=O)c1noc(C)c1C(=O)N1CCN(C(c2ccccc2)c2ccccc2)CC1	6	4	1	3	3	15	3	-3	8
O=C(N/N=C/c1cc(Br)c(Br)o1)c1ccc2c(c1)OCCO2	17	26	-2	2	1	4	2	-6	15
Nc1ccc(Cl)c(S(=O)(=O)Nc2cccc(Cl)c2)c1	-2	1	-4	-2	4	3	9	1	9
CC(OC(=O)c1ccc2c(=O)n3c(nc2c1)CCC3)C(=O)Nc1ccc(C(N)=O)cc1 (stereo not drawn)	4	1	5	.	2	3	5	-3	.
COc1ccc(S(=O)(=O)Nc2ccc(Nc3ccccc3)cc2)cc1	27*	.	11	2	0	.	.	-2	1
O=C(Cc1ccccc1)NC1CCN(S(=O)(=O)c2ccc(C(=O)O)cc2)CC1	4	0	2	3	0	-3	7	1	1
Cc1ccc(-n2nc(C)cc2NC(=O)CC#N)cc1	9	1	1	3	-3	4	4	2	10
CN(c1ccc(OC(=O)CN2C(=O)NC3(CCCC3)C2=O)cc1)S(=O)(=O)c1ccccc1	3	5	-4	-1	-7	2	1	2	2
Cc1cccc(N(CC(=O)NCc2ccco2)C(=O)CNS(=O)(=O)c2ccc(F)cc2)c1	3	-5	1	3	-1	6	5	-6	1
COc1ccc(S(=O)(=O)N2CCC(C(=O)N[C@@H](C)C(=O)NC3CCCC3)CC2)cc1	3	3	-3	-2	-5	4	2	2	-4
CCN(CC)CCC(=O)NC(C)(C)Cc1ccc(O)cc1	3	6	2	1	-3	0	6	5	-1
CCN(CC)C(=O)c1ccc(C(=O)c2ccccc2)cc1	0	0	3	3	4	-2	-3	4	5
Cc1nn(C(C)(C)C)c(C)c1/C=N/OC(=O)Nc1ccc(Cl)c(Cl)c1	3	-8	-40	-32	-1	2	-1	-22	1
COc1ccc(CNc2nc(SCC(=O)NCc3ccco3)nc3ccccc23)cc1	2	-2	4	-1	0	6	1	-3	4
COc1ccc(CNc2nc(-c3cccnc3)nn2C(=O)c2cccs2)cc1	-3	-7	13	-2	0	3	16	-5	2
Cc1nnc(SCC(=O)NNC(=O)CC#N)[nH]c1=O	-2	-3	-3	-2	-1	-3	4	-1	5
COc1ccc(CCNC(=O)COC(=O)CNS(=O)(=O)c2ccc(SC)c([N+](=O)[O-])c2)cc1	8	-6	2	.	-4	5	4	-1	.
O=C(O)CCCn1cc(NC(=O)COc2cccc(Cl)c2)cn1	5	2	1	-2	-2	2	14	2	3
O=C(CSc1ncnc2c1oc1ccccc12)OCc1ccccc1	14	-13	-3	-8	-6	1	7	-7	-4
CCc1cc(=O)n2[nH]c(-c3ccccc3)c(-c3ccccc3)c2n1	8	11	-2	-3	-1	2	6	-3	-4
COc1ccc(C[C@H]2CN3C(=NC[C@H]3Cc3ccccc3)N2CCNC(=O)c2ccc(C)c(Br)c2)cc1	-9	1	5	3	-1	2	-4	-5	-2
CC(=O)NC(Nc1nc2c(s1)CCCC2)(C(F)(F)F)C(F)(F)F	-6	2	-5	0	-5	-3	-3	-2	7
COc1ccc(C(CNC(=O)Nc2ccc(Cl)cc2)N2CCN(C)CC2)cc1 (stereo not drawn)	-2	5	1	2	1	5	4	-4	7
CCOC(=O)c1c(C)n(C)c2ccc(OC(C)C(=O)OC)cc12 (stereo not drawn)	2	-2	-1	-1	1	-1	4	2	-1
COc1ccc(C2=NN(C)C(=NCc3ccccc3)SC2)cc1	2	1	1	3	2	4	6	0	1
CN(C)N(C(=O)c1cc(-c2cccs2)nn1-c1ccccc1)C1CCS(=O)(=O)C1 (stereo not drawn)	-2	10	-4	.	-3	10	11	3	.
CCOC(=O)c1c(CNCCN(CC)CC)n(C)c2cc(Br)c(OC)cc12	6	5	-5	8	3	0	6	-2	4

(continued)
SMILES	pPAFAH FP inh	PAFAH2 inh	PME-1 inh	Fam108B counter	PAD4 FP inh	PAFAH1B2 FP inh	PAFAH1B3 FP inh	LYPLA1 inh	GSTO1 counter
CCOC(=O)N1CCN(C(=O)CCc2ccc(S(=O)(=O)NCC(C)C)cc2)CC1	8	1	5	4	0	1	4	-5	11
Cc1cc(C(=O)NNC(=S)NCc2ccco2)nn1C	5	1	-5	-1	-4	1	4	3	-10
O=C(NCC1CCCO1)c1ccc(NC(=O)C2CCCCC2C(=O)O)cc1 (stereo not drawn)	5	1	-2	2	0	5	3	0	-1
CC(C)(C)NC(=O)CC1C[C@H](C(=O)N2CCCCC2)[C@@]2(C)c3[nH]c4ccccc4c3CCN2C1=O (stereo partly drawn)	0	6	.	.	-3	2	-2	.	.
COc1ccc(-c2cc(C(=O)N3CCCC(C(F)(F)F)C3)c3ccccc3n2)cc1 (stereo not drawn)	2	2	-2	.	-11	8	8	-3	.
COc1cc(C(=O)NCc2ccccc2)ccc1OC(F)F	-1	-3	-1	8	-10	2	11	2	16
CCCCNC(=O)OCCNC(=O)Oc1cccc(C)c1	-5	-8	-11	7	-3	-1	8	-4	19
CC(C)C(=O)OCCN=C1NS(=O)(=O)c2ccccc21	1	28	-3	0	-1	-1	13	1	5
COC(=O)C1=C(O)/C(=C/c2ccc(OCC(=O)Nc3ccccc3)cc2)N=C1C	5	-6	3	-1	-1	-3	-8	-3	1
Cc1sc(NC(=O)c2ccco2)c(C(c2ccc(F)cc2)N2CCN(C)CC2)c1C (stereo not drawn)	1	-1	10	3	-4	1	0	4	-6
Cc1ccc(-n2c(COc3c(C)cccc3C)nnc2SCC(=O)Nc2nccs2)cc1	4	-3	-7	-6	-3	-2	3	-7	3
CCOc1ccc(N2C(=O)Nc3ccccc3C2(O)C(=O)NCc2ccccc2)cc1 (stereo not drawn)	3	-5	0	-1	-1	-3	6	-2	-6
CCCc1c(C(=O)N/N=C(\C)CCc2ccccc2)nnn1-c1nonc1N	-3	6	-11	9	3	2	5	-1	15
O=C(CN1C(=O)NC2(CCCCC2)C1=O)NC1CCCc2ccccc21 (stereo not drawn)	3	3	-4	-1	-3	2	1	2	-1
COCCNC(=O)c1ccc(CN2CCOCC2)cc1	4	-4	-12	-4	-1	-2	-5	-1	8
Nc1nc(N)c(N=Nc2ccc(SCC(=O)O)cc2)c(=O)[nH]1	0	6	-7	-1	0	5	3	4	7
Clc1ccccc1-c1nnc(-c2cccnc2)o1	2	1	-2	2	-1	2	12	-4	2

The list is partial. The share of hits here may be higher or lower than overall.
